# EBNA-1 inhibitor – EBNA-1 DNA-binding inhibitors, primary screen, biochemical, fluorescence polarization; inhibition, % at 14.8 µM; actives 0.34% (n = 300,000); in the data active = inhibition above about 28%
# Bcl-xL primary – inhibitors of human Bcl-xL, primary screen, biochemical, fluorescence polarization, HTS; GST-Bcl-xL / FITC-Bim BH3 peptide fluorescence polarization; inhibition, % at 10.9 µM; actives 0.7% (n = 320,000); AID 2129, 2009;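 active = inhibition above the mean of all tested compounds plus 3 SD, cutoff set per campaign, cut at about 30% in these data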;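 note: 0% = DMSO wells and 100% = unlabeled Bim-BH3 peptide competitor; inhibitors lower millipolarization by displacing the labeled peptide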
# MCL1 BIM primary – inhibitors of MCL1 binding to BIM-BH3, primary screen, biochemical, fluorescence polarization; Induced myeloid leukemia cell differentiation protein Mcl-1 (Homo sapiens), Q07820; GST-MCL1 / FITC-Bim-BH3 fluorescence polarization; inhibition, % at 10.9 µM; actives 0.68% (n = 320,000); AID 2057, 2009;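 active = inhibition above the mean inhibition of all tested compounds plus 3 SD, set per campaign, cut at about 40% in these data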;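 note: 0% = DMSO wells and 100% = unlabeled Bim-BH3 peptide control; higher means more loss of mP so more displacement of Bim peptide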
# Target sequence (Q07820 whole entry, looked up): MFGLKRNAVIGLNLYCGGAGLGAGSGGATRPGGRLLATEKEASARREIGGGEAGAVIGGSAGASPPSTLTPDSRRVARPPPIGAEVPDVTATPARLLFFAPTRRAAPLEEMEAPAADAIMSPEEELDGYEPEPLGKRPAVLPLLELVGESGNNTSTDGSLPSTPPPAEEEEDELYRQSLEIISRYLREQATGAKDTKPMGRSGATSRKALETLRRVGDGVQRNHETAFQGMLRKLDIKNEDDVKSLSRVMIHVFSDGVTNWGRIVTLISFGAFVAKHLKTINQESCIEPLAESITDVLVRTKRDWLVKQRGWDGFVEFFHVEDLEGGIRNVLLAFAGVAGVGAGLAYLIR
# MEX-5 binding – MEX-5 zinc finger RNA-binding disruptors – biochemical, C. elegans, fluorescence polarization, MLPCN library, primary screen. MEX-5/FITC-TCR2 RNA binding; active compounds read low. Zinc finger protein mex-5 (Caenorhabditis elegans), Q9XUB2. actives 0.38% (n = 300,000). activity score (negative = inhibition of binding), % at 10 µM;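 active = inhibition past about -25% in most replicates, and total fluorescence under double the plate's negative control median, limit read from the data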;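 note: 0% = DMSO and -100% = 5 µM competing unlabeled TCR2 RNA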
# Efflux pump mplx – inhibitors of Candida efflux pumps in yeast, primary screen, S. cerevisiae, Nile Red, multiplex; S. cerevisiae Candida pump triplex; inhibition, % at 10 µM; actives 0.44% (n = 330,000); AID 485275, 2010;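 active = plate passing quality check with inhibition over a set limit, or well fluorescence over plate mean plus 4 SD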;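 note: Nile Red retained in pooled yeast measured as flow cytometry median fluorescence; 0% = buffer negative control and 100% = Enniatin B positive control; higher means more Nile Red kept so more efflux inhibition; some compounds called inactive have numbers as strong as hits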
# Fam108B counter – mouse Fam108B serine hydrolase inhibitors, primary screen, counter-screen for RBBP9 inhibitor project, biochemical, fluorescence polarization. AID 1947, 2009. inhibition, % at 9.51 µM. recombinant Fam108B, FP-Rh probe fluorescence polarization. actives 0.33% (n = 300,000);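 active = inhibition above the screen mean inhibition plus 3 SD, computed separately per campaign, cut at about 18% in these data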;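 note: inhibitors lower polarization as less probe binds the enzyme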
# Yeast superoxide – reduction of superoxide in aged yeast, primary screen, HTS; superoxide response (% of plate mean), % at 10 µM; S. cerevisiae aged cells, superoxide DHE fluorescence; active compounds read low; actives 0.18% (n = 330,000);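 active = superoxide response under a set limit, about three screen SD below normal, cut at about 65% in these data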;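 note: yeast aged for seven days with compound at 30 °C before DHE staining; 100% = average MFI of all compound-treated wells on the plate with controls excluded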
# ZTA counter – blocks Epstein-Barr virus ZTA, an EBNA-1 counter-screen; ZTA-DNA binding, fluorescence polarization; inhibition, % at 11 µM; actives 0.15% (n = 320,000); in the data active = inhibition above about 33%
# Target sequence (P03206 whole entry, looked up): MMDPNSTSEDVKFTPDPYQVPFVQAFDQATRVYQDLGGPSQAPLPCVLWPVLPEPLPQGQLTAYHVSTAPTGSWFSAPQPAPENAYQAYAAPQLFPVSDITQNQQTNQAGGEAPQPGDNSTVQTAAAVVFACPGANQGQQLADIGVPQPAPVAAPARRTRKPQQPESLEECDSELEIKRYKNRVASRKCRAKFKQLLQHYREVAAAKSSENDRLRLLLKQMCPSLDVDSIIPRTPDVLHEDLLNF
# GLD-1 RNA inh – GLD-1/TGE RNA complex disruptors, primary screen, biochemical, fluorescence polarization; Female germline-specific tumor suppressor gld-1 (Caenorhabditis elegans), Q17339; purified GLD-1 + fluorescein TGE RNA; inhibition, % at 5.96 µM; actives 0.44% (n = 320,000); AID 2280, 2010;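 active = percent inhibition above a per-plate cutoff, the plate mean of test compounds plus 3 SD, cut at about 30% in these data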;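 note: 0% = DMSO wells with GLD-1 and probe and 100% = wells lacking GLD-1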
# Target sequence (Q17339 whole entry, looked up): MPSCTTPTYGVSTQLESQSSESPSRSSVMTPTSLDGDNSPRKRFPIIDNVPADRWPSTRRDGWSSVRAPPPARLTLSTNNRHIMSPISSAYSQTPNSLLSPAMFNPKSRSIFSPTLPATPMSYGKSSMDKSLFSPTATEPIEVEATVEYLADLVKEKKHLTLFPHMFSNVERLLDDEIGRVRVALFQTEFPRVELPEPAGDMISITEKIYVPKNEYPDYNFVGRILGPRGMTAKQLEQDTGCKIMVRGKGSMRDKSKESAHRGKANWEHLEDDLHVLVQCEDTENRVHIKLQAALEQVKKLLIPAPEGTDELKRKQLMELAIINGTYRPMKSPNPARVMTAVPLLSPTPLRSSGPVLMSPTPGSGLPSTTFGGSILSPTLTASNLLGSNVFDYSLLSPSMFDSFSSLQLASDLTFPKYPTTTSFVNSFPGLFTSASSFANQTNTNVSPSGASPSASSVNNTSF
# Numbers without * were called inactive; . = no result given.
SMILES,EBNA-1 inhibitor,Bcl-xL primary,MCL1 BIM primary,MEX-5 binding,Efflux pump mplx,Fam108B counter,Yeast superoxide,ZTA counter,GLD-1 RNA inh
Cc1ccc2c(c1)C(=O)CC1(CCCCCC1)O2,0,3,-2,-0.4,-0.1,-4,108,0,0
CC(=O)Nc1ccc(S(=O)(=O)Nc2ccc(-c3ccc4nnc(C)n4n3)cc2)cc1,-3,1,12,-0.9,0.0,3,108,-8,-5
CC(C)(C)OC(=O)N[C@H](C(=O)OC(C)(C)C)c1ccc2c(c1)OCO2,.,-4,-11,.,0.1,.,101,10,8
Cc1cc(C)c2c3c(cn2n1)c(=O)n(C)c(=O)n3C,3,4,5,0.9,-0.1,0,114,-3,3
COc1ccc2[nH]c(C)c(CCNC(=S)Nc3ccccc3OC)c2c1,3,1,12,-4.9,-0.1,5,71,0,-2
CCOC(=O)CCCCC(=O)c1[nH]c(=O)[nH]c1CSc1nc(C)cc(C)n1,-1,3,-5,3.4,0.1,0,90,3,-10
CCOC(=O)c1nn(-c2ccc(Cl)cc2)c2nnc(Cc3ccc(C)cc3)c(=O)n12,-6,2,-8,1.0,0.5,-2,118,-12,-5
CCC(C)NC(=O)Nc1ccc2c(c1)N(C)C(=O)c1ccccc1S2 (configuration not stated),0,13,5,1.0,-0.1,-2,111,9,6
CNC(=S)N=Nc1c(O)[nH]c2ccccc12,6,8,-4,-0.3,0.4,-1,118,-1,5
CNc1cc([N+](=O)[O-])ccc1OCc1ccccc1,-7,8,12,-2.2,-0.2,-1,88,-12,-1
Cc1[nH]ncc1N=Cc1ccc([N+](=O)[O-])cc1,11,1,1,-1.4,-0.2,0,84,2,2
COc1ccccc1-c1nnc(SCC(=O)NCc2c(C)c(Cl)cc(C(C)C)c2O)o1,12,3,1,0.3,0.0,-23,113,3,9
COc1cc2c(cc1OC)C(C(=O)N1CCN(c3ccccn3)CC1)C(c1cccs1)N(C)C2=O (configuration not stated),-2,0,1,-3.5,-0.1,-1,92,-7,11
N/C(Cc1ccc([N+](=O)[O-])cc1)=N\OC(=O)c1ccccc1Br,8,5,8,-0.6,-0.8,-1,89,-5,9
O=C(CCC1CCCCC1)NCc1cccnc1,3,6,7,1.6,-0.1,1,107,-4,1

# Individual results from the list:
# In MEX-5 binding, `Cc1ccc2c(c1)C(=O)CC1(CCCCCC1)O2` has the entry -0.4
# In EBNA-1 inhibitor, `CC(=O)Nc1ccc(S(=O)(=O)Nc2ccc(-c3ccc4nnc(C)n4n3)cc2)cc1` has the entry -3

# The results go on.
SMILES,EBNA-1 inhibitor,Bcl-xL primary,MCL1 BIM primary,MEX-5 binding,Efflux pump mplx,Fam108B counter,Yeast superoxide,ZTA counter,GLD-1 RNA inh
COc1ccc(CCN=C(N)NS(=O)(=O)c2ccc(C)cc2)cc1OC,4,1,1,-0.8,0.0,4,93,2,-1
CCC(C)[C@H](NC(=O)[C@@H]1CSC2c3ccccc3C(=O)N21)C(=O)NC1CCCC1 (some centres not stated),4,7,-4,0.4,-0.3,-6,100,-10,0
Cn1cnnc1SCC(=O)Nc1ccc(F)cc1,-1,1,-3,-0.3,-0.1,-2,87,-18,-3
CCN(CC(=O)Nc1ccc(OC)cc1)C(=O)c1ccc2c(=O)n3c(nc2c1)CCC3,.,4,-1,.,-0.1,.,117,-3,4
CCN(CC(=O)NCc1ccc(Cl)cc1)C(=O)c1ccc(C#N)cc1,4,5,0,2.3,-0.2,-1,101,5,-2
O=C(Nc1ccccc1Cl)c1ccn[nH]1,5,7,9,-1.7,-0.1,7,94,2,1
CC1CCN(Cc2nnc(-c3cccc(Br)c3)o2)CC1,1,2,3,-2.0,0.3,1,100,-8,6
CCCn1c(CN2CCCCC2C)nc2c1c(=O)n(C)c(=O)n2C (configuration not stated),0,8,7,-1.1,0.0,-4,103,18,8
CN(C)Cc1c(O)ccc2c3c(c(=O)oc12)CCCCC3,8,3,6,3.7,0.2,3,85,10,-9
Cc1ccccc1NC(=O)C1C2CCCCC21 (configuration not stated),-7,1,-3,-1.1,0.0,-1,103,-15,5
CC(C)c1nc2ccc(NC(=O)C34CC5CC(CC(C5)C3)C4)cc2[nH]1,1,6,1,2.1,0.1,-1,82,-3,-2
CC(=O)Nc1ccc(C(=O)NNC(=O)c2cccs2)cc1,-11,4,5,-4.6,0.5,-1,84,9,-5
O=C(CS(=O)(=O)c1c[nH]c2ccccc12)Nc1ccc(F)cc1,3,16,13,-0.8,0.0,-2,100,-10,17
Cc1nn(Cc2ccccc2)c(C)c1N,8,6,9,-0.4,0.1,2,86,13,7
Cc1ccc(SCC(=O)NC(C)(C)C)cc1,-8,7,4,-1.2,0.1,-7,99,-2,-7

# Arranged by the number under GLD-1 RNA inh (ascending): 7 of the compounds above.
Structure	GLD-1 RNA inh
CN(C)Cc1c(O)ccc2c3c(c(=O)oc12)CCCCC3	-9
Cc1ccc(SCC(=O)NC(C)(C)C)cc1	-7
CC(=O)Nc1ccc(C(=O)NNC(=O)c2cccs2)cc1	-5
CCN(CC(=O)NCc1ccc(Cl)cc1)C(=O)c1ccc(C#N)cc1	-2
Cc1nn(Cc2ccccc2)c(C)c1N	7
CCCn1c(CN2CCCCC2C)nc2c1c(=O)n(C)c(=O)n2C (configuration not stated)	8
O=C(CS(=O)(=O)c1c[nH]c2ccccc12)Nc1ccc(F)cc1	17

# Another view of two compounds above.
CCC(C)[C@H](NC(=O)[C@@H]1CSC2c3ccccc3C(=O)N21)C(=O)NC1CCCC1 (some centres not stated)
  EBNA-1 inhibitor = 4	Bcl-xL primary = 7	MCL1 BIM primary = -4	MEX-5 binding = 0.4	Efflux pump mplx = -0.3	Fam108B counter = -6	Yeast superoxide = 100	ZTA counter = -10	GLD-1 RNA inh = 0
CN(C)Cc1c(O)ccc2c3c(c(=O)oc12)CCCCC3
  EBNA-1 inhibitor = 8	Bcl-xL primary = 3	MCL1 BIM primary = 6	MEX-5 binding = 3.7	Efflux pump mplx = 0.2	Fam108B counter = 3	Yeast superoxide = 85	ZTA counter = 10	GLD-1 RNA inh = -9

# New compounds follow:
SMILES,EBNA-1 inhibitor,Bcl-xL primary,MCL1 BIM primary,MEX-5 binding,Efflux pump mplx,Fam108B counter,Yeast superoxide,ZTA counter,GLD-1 RNA inh
COc1ccc(/C=C/C(=O)N(Cc2ccccc2)c2ccccn2)cc1OC,7,6,3,-0.6,-0.2,4,88,-9,5
C(=N\N1CCN(C2c3ccccc3-c3ccccc32)CC1)/c1cccs1,-3,3,1,-0.4,0.0,2,113,4,4
O=C(N/N=C/c1cccc([N+](=O)[O-])c1)C1CC(=O)N(c2ccc(Br)cc2)C1 (configuration not stated),14,3,-1,-0.4,-0.5,1,102,-25,0
COCCOC(=O)C1=C(C)NC(=O)NC1c1c(Cl)nc2c(C)cccn2c1=O (configuration not stated),-2,32*,35,-3.4,0.4,0,93,1,8
COc1cc2c(cc1OC)CN(C(=O)c1sccc1C)CC2,-12,4,9,3.2,0.1,-2,95,3,6
O=S(=O)(NCc1csc(-c2cccs2)n1)c1ccc(Cl)cc1,-5,11,12,1.2,0.0,-1,114,6,6
CC(NC(=O)c1cccs1)C(S)c1ccccc1 (configuration not stated),-8,-2,-2,0.6,0.0,-11,97,-17,2
COc1ccccc1NC(=O)COC(=O)c1ccccn1,6,1,1,0.0,0.0,2,93,9,1
COc1ccc(OCCN2CCN(S(=O)(=O)c3ccccc3C(F)(F)F)CC2)cc1,.,4,9,.,-0.1,.,85,0,2
O=C(COc1cccc(F)c1)N[C@@H](Cc1ccccc1)c1nc2ccccc2[nH]1,11,3,-8,2.8,0.0,2,87,-5,5
CCC(CC)C(=O)N1CCN(Cc2ccc3c(c2)OCO3)CC1,-8,2,0,1.2,0.2,1,114,-1,-4
Nc1nnc(N2CCCCC2)s1,3,0,7,1.0,0.2,2,106,-20,0
CCOc1ccccc1NC(=O)NC1(C(=O)N2CCOCC2)CCCCC1,2,0,-2,-3.7,-0.1,-3,109,3,5
COc1ccccc1Cn1[nH]nnc1=S,0,-42,-29,1.1,0.1,0,118,19,-2
CCCCc1nc(NCCNC(=O)c2ccccc2)c(C#N)c2c1CSC(C)(C)C2,-15,28,18,3.0,0.4,-9,106,5,8

# Records listed above that bear a hit mark in Bcl-xL primary.
SMILES	EBNA-1 inhibitor	Bcl-xL primary	MCL1 BIM primary	MEX-5 binding	Efflux pump mplx	GLD-1 RNA inh
COCCOC(=O)C1=C(C)NC(=O)NC1c1c(Cl)nc2c(C)cccn2c1=O (configuration not stated)	-2	32*	35	-3.4	0.4	8

# More structures follow.
SMILES,EBNA-1 inhibitor,Bcl-xL primary,MCL1 BIM primary,MEX-5 binding,Efflux pump mplx,Fam108B counter,Yeast superoxide,ZTA counter,GLD-1 RNA inh
O=C(C1=C[C@@H](c2coc3ccccc3c2=O)C[C@@H](OCCCCO)O1)N1CCOCC1,5,6,2,-0.9,-0.1,0,104,14,4
CCOC(=O)c1ccc(S(=O)(=O)Nc2ccc(N3CCOCC3)cc2)cc1,-1,7,3,0.2,0.0,0,109,6,2
COc1ccc(Cc2nc3ccc(C(=O)N4C[C@@H](C)O[C@@H](C)C4)cc3o2)cc1OC,5,1,0,1.3,-0.1,6,105,-18,1
Cc1cc2ncn(C(=O)c3ccc(F)cc3)c2cc1C,6,-1,-1,-0.5,-0.1,0,99,6,1
COc1ccc(CN(C(=O)c2cccs2)c2ccccc2)cc1,-5,3,0,1.5,-0.2,-1,103,2,4
CCN1CCN(c2ccc(S(=O)(=O)N3CCCCC3)cc2NC(=O)Cc2ccccc2F)CC1,3,-7,-11,2.1,-0.1,0,97,9,-1
COc1cc(NC(=O)Cn2cnc3sc(C)c(S(=O)(=O)N4CCN(C)CC4)c3c2=O)cc(OC)c1OC,1,1,0,1.6,0.1,1,91,-11,1
CC(C)(C)OC(=O)N1CCN(C(=O)c2[nH]cnc2C(=O)N[C@@H](Cc2ccccc2)C(=O)OCc2ccccc2)CC1,9,7,3,2.1,-0.1,1,87,-20,2
CN(C)/C=C1\N=C(c2cccs2)OC1=O,7,4,10,0.8,0.0,2,90,-5,3
COc1ccc2c(c1)[nH]c1c(=O)n(N)cnc12,-6,4,6,-0.6,0.0,-3,102,7,6
Cc1occc1C(=O)N/N=C/c1ccc(Br)s1,-11,3,1,1.1,-0.2,-1,88,-18,1
CC1(C)CC(=O)c2cc3c(N)c(C(=O)NCc4ccccc4)sc3nc2C1,-1,2,4,1.3,0.0,0,101,5,-2
COc1ccc(NC(=O)CSc2nnc(-c3cccs3)n2-c2ccccc2)cc1,8,0,1,2.4,-0.1,-3,97,5,1
Cc1ccc2sc(NNC(=O)C3COc4ccccc4O3)nc2c1C (configuration not stated),0,2,-1,.,-0.1,-1,127,26,7
COc1ccc(-n2c(=O)/c(=C\c3cccs3)s/c2=C(/C#N)C(=O)NCCN2CCOCC2)cc1,7,-21,-36,-11,0.4,0,99,-5,-5
Cc1c(CCC(=O)NCCCC(=O)O)c(=O)oc2cc3oc4c(c3cc12)CCCC4,-5,3,-3,0.2,0.1,3,109,4,-2
COC(=O)c1cccc(NC(=O)Cc2ccccc2[N+](=O)[O-])c1C,4,6,15,-2.4,0.0,0,79,10,8
